Screening results: PubChem, several laboratories
LAP4 TOR yeast: modulators of LAP4-GFP expression in yeast, primary screen, S. cerevisiae, multiplex flow cytometry, MLPCN library; 3 h; median GFP as percent of DMSO wells; GFP response vs DMSO, % at 10 µM; 0.34% of 320,000 active; AID 2023, 2009;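 active = GFP response vs DMSO above a set limit, about the screen mean plus 3 SD, cut at about 150% in these data; inconclusive = under 70 cell events counted for the yeast strain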
proCasp3 act: activators of human procaspase-3 D3A mutant, primary screen, biochemical, absorbance, PC-3 D3A mutant, single concentration | activation, % at 8.5 µM | recombinant procaspase-3 D3A, Ac-DEVD-pNA absorbance 405 nm | 0.11% of 330,000 active | AID 463141, 2010;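 active = activation above the mean of all tested compounds plus 3 SD, cut at about 21% in these data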;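 note: 0% = DMSO alone and 100% = DMSO wells spiked with extra 5 µM PC-3 D3A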
Target sequence (P42574 whole entry D9A/D28A/D175A): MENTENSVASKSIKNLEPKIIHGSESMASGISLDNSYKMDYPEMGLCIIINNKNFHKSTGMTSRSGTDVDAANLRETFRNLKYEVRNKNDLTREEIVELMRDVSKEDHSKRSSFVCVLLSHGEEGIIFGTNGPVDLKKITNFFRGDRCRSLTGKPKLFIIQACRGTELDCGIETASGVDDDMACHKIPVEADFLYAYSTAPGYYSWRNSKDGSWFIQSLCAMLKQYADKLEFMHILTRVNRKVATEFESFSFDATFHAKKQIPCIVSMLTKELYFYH
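Test system: Procaspase-3 D3A mutant; medium: Zinc-free HEPES/NaCl buffer with 0.01% Triton X-100 at pH 7.4; reagent: DEVD-pNA substrate; doses: one concentration, 8.5 µM nominal, 0.8% DMSO; times: 1 h preincubation plus 2 h reaction at 25 °C; signal: Epi-absorbance at 405 nm of released p-nitroaniline, 0 and 120 min; replicates: singlicate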
Yeast superoxide: reduction of superoxide in aged yeast, primary screen, HTS. S. cerevisiae aged cells, superoxide DHE fluorescence; stronger effect = lower value. superoxide response (% of plate mean), % at 10 µM. 0.18% of 330,000 active. AID 2690, 2010;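 active = superoxide response under a set limit, about three screen SD below normal, cut at about 65% in these data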;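 note: yeast aged for seven days with compound at 30 °C before DHE staining; 100% = average MFI of all compound-treated wells on the plate with controls excluded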
RPL19A-GFP yeast: RPL19A-GFP expression modulators in yeast, primary screen, cell-based, S. cerevisiae, multiplex flow cytometry, MLPCN; S. cerevisiae RPL19A-GFP strain, 3 h; stronger effect = lower value; percent response vs DMSO, % at 10 µM; 0.3% of 330,000 active;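 active = percent response vs DMSO below 50%; inconclusive = fewer than 70 events counted for the yeast strain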;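 note: median channel GFP fluorescence of the barcoded RPL19A-GFP strain; ratio of sample median GFP to plate DMSO average so 100% = DMSO; lower means less RPL19A-GFP as with rapamycin TOR inhibition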
JMJD2C inh: inhibitors of GASC-1 histone demethylase, primary screen, biochemical, fluorescence, DELFIA europium; GST-JMJD2C(1-420) H3K9me3 demethylation; inhibition, % at 2.35 µM; 0.069% of 330,000 active;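 active = more than half of a compound's replicate wells show inhibition beyond 50%, single wells judged on their own value; inconclusive = some, but no more than half, of replicates pass 50% inhibition; inactive = no replicate passes 50% inhibition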;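 note: signal counts dimethyl H3K9 product captured on neutravidin plate; 0% = median of DMSO wells and 100% = 0.3 times that DMSO median; strong numbers were not always called active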
Target sequence (Q9H3R0 1-420 limits assumed): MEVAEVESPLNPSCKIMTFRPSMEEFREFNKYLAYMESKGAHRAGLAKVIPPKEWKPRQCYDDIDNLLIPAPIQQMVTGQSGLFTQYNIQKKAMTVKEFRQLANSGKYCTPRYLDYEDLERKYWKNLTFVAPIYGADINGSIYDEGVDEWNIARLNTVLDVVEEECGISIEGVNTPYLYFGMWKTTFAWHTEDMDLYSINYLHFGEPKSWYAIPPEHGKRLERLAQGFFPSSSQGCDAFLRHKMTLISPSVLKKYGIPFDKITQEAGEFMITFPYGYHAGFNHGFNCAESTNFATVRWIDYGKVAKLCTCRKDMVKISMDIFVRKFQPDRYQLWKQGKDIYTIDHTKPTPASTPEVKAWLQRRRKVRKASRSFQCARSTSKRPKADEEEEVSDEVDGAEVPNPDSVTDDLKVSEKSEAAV
MEP2-GFP yeast: modulators of MEP2-GFP levels in yeast, primary screen, S. cerevisiae, multiplex flow cytometry, MLPCN library. S. cerevisiae MEP2-GFP strain, 3 h; 100% = DMSO control level. GFP response vs DMSO, % at 10 µM. 0.51% of 330,000 active. AID 2016, 2009;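 active = GFP response versus DMSO above a set limit, roughly screen mean plus 3 SD, cut at about 180% in these data; inconclusive = fewer than 70 cells counted for a yeast strain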;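 note: median GFP fluorescence of the barcode-gated MEP2-GFP cells per well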
AHR act: AHR activators, primary screen, cell-based, luminescence, luciferase reporter, human; AHR-responsive luciferase reporter cells; 2.5% of 320,000 active; Aryl hydrocarbon receptor (Homo sapiens), P35869; activation, % at 5 µM; in the data active = activation above about 47%;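 note: 0% = vehicle wells and 100% = reference agonist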
proCasp7 act: procaspase-7 activators, primary screen, counter-screen for procaspase-3 activator project, biochemical, absorbance, HTS, human. recombinant procaspase-7, Ac-DEVD-pNA absorbance 405 nm; D23A/D198A/D206A triple mutant, cannot self-cleave; scale: DMSO 0, 5 µM enzyme 100. activation, % at 8.5 µM. 0.093% of 330,000 active. AID 463210, 2010;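 active = percent activation above the screen-wide mean plus 3 SD, cut at about 25% in these data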
Target sequence (P55210 whole entry D23A/D198A/D206A): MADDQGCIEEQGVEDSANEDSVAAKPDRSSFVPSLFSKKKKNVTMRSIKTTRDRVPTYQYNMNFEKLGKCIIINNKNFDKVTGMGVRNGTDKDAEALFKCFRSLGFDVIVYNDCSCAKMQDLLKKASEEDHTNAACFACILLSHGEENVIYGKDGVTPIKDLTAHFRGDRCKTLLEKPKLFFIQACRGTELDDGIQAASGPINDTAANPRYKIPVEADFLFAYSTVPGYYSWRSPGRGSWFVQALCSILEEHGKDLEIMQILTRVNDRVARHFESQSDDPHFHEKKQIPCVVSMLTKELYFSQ
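Replicates: singlicate. Assay system: Procaspase-7 triple mutant (PC-7 D3A). Signal: 405 nm absorbance of p-nitroaniline. Times: 1 h preincubation, 2 h reaction. Buffer or medium: Zinc-free HEPES pH 7.4 with 300 mM NaCl, 0.01% Triton X-100. Also added: DEVD-pNA substrate. Benchmarks: DMSO wells as 0%, DMSO with 5 µM added PC-7 as 100%.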
An asterisk follows results filed as active; ? = inconclusive; . = not tested or not shown; [ ] = remark or other dose.

mol	LAP4 TOR yeast	proCasp3 act	Yeast superoxide	RPL19A-GFP yeast	JMJD2C inh	MEP2-GFP yeast	AHR act	proCasp7 act
Cc1ccc(NNC(=O)CCc2ccccc2)c(C)c1	101	-3	108	92	-5	93	2	6
CCOc1ccc(NC(=O)CSc2nc3[nH]ncc3c(=O)n2-c2ccccc2OC)cc1	104	-1	110	101	7	103	5	-12
CCc1nn(CC(=O)NCCCN2CCc3ccccc3C2)c(=O)c2cc3sccc3n12	100	8	101	98	-8	109	6	0
Cc1ccc(S(=O)(=O)Oc2ccc(/C=C(/NC(=O)c3ccccc3)C(=O)O)cc2)cc1	95	57*	104	97	-16	107	5	0
O=C(NCCCNCc1ccccc1)/C(=N\O)c1ccccc1	104	-2	99	98	-7	104	3	4
CCOc1ccccc1-n1c(SCC(=O)NC)nnc1-c1ccco1	105	4	112	98	-2	96	-5	-13
COC(=O)c1cc2c(N)c(C(=O)c3ccccc3)sc2nc1C(OC)OC	94	-11	99	97	-2	102	3	-15
CCOC(=O)Cc1cnc(NC(=O)CSc2nc(N)cc(N)n2)s1	93	2	94	101	0	107	3	2
CCC1(C)CC(=O)N(c2ccc(F)c(Cl)c2)C(=O)C1	92	7	101	102	1	103	1	-5
CC(C)N(CCNC(=O)c1cn(C)c2ccc(S(=O)(=O)N(C)C)cc2c1=O)Cc1ccccc1	96	-7	110	97	0	95	-1	-4
Cn1ncc2c(NNC(=O)c3ccccc3Cl)ncnc21	.	-2	97	.	-12	.	7	5
O=C(Oc1cccc(-n2cnnn2)c1)c1sc2ccccc2c1Cl	97	3	104	104	14	103	3	-1
CCCCC(CC(O)COCCC)c1n[nH]c(=S)n1-c1ccccc1 (stereo not drawn)	97	-4	95	96	6	104	-2	-10
Cc1cccc(N(CC(=O)N2CCc3ccccc3C2)S(C)(=O)=O)c1C	87	5	102	95	-6	104	-2	0
CCC(C)NC(=O)c1ccc2c(c1)N(Cc1ccccc1)C(=O)CS2 (stereo not drawn)	95	-4	102	93	-14	95	1	-5
COC(=O)c1ccc(NC(=O)C2CCCN(S(C)(=O)=O)C2)cc1 (stereo not drawn)	101	-4	96	100	5	102	-1	-2
Cc1ccc(C(=O)/C=C/N(C)C)o1	105	-5	84	99	-28	105	0	-14
Cc1c(Cl)cccc1Nc1nc(NCCO)c2ccccc2n1	95	-7	100	109	-7	110	57*	-6
Cc1nc2sc(C(c3ccco3)N3CCC(Cc4ccccc4)CC3)c(O)n2n1 (stereo not drawn)	98	2	101	95	8	98	1	-2
Cc1ccc(N2C(=O)c3cccc4c(Oc5ccccc5[N+](=O)[O-])ccc(c34)C2=O)c(C)c1	88	-6	111	97	118	102	-2	10
CNS(=O)(=O)c1cccc(C(=O)NNC(=O)CN(C)S(=O)(=O)c2ccc(Cl)cc2)c1	99	5	92	96	9	101	-1	2
C=C(C)CSc1nc2c(cc1C#N)CCC2	102	3	109	101	-7	94	1	0
CC(=O)C1C(c2ccccc2)c2c(n[nH]c2C)CC1(C)O (stereo not drawn)	104	-3	96	105	-6	99	2	-6
COc1cccc(-c2nc(=S)c3c(n2Cc2ccco2)CCCC3)c1	98	1	99	101	-3	107	24	-12
COc1ccc(C(C(=O)NC2CCCCC2)N(C(=O)c2sc(C)nc2C)c2ccc(C(C)=O)cc2)cc1 (stereo not drawn)	101	2	87	104	-5	106	-1	1
CCCCCC/C=N/Nc1nnc(Cc2ccccc2)c(=O)[nH]1	111	-4	103	92	3	96	17	-2
Nc1nonc1C(=O)N/N=C/c1cc2c(cc1Br)OCO2	73	-4	98	96	-4	80	23	-5
COc1ccc(N=C(C)C2=C(O)CSC2=O)cc1	109	-6	115	97	0	98	7	-4
O=C(NNC(=O)c1cc(O)c(O)c(O)c1)NC1CCCCC1	100	-23	102	92	11	99	-3	-28
CCOc1ccccc1N1CCN(C(=S)Nc2ccc(S(N)(=O)=O)cc2)CC1	99	-5	116	108	1	106	-4	-8
O=C1OCC(c2ccc(Cl)s2)=C1c1ccccc1[N+](=O)[O-]	108	9	111	111	-12	116	3	-4
COc1ccc(NC(=O)C2CCCN(S(=O)(=O)c3ccc4c(c3)oc(=O)n4C)C2)c(OC)c1 (stereo not drawn)	92	4	92	95	-10	104	0	6
COc1ccc(C2=NN(c3ccc(C(=O)O)cc3)C(c3ccc(OC)c(OC)c3)C2)cc1 (stereo not drawn)	99	2	100	104	9	98	-1	3
O=C(Nc1ccc(Cl)cc1)c1ccc2nsnc2c1	97	2	95	97	0	98	85*	-8
Cc1nn(CC(=O)N2CCCc3ccccc32)c(C)c1[N+](=O)[O-]	96	9	80	104	15	108	11	-8
O=C(NCc1ccccn1)C(=O)Nc1nc(-c2ccccc2)cs1	123	8	96	100	12	96	9	6
COc1cc2cc(CCOC(=O)c3ccco3)oc(=O)c2cc1OC	96	5	91	94	-5	82	-1	3
CCOCCn1c(CCCO)nc2ccccc21	111	-12	102	113	-9	122	1	-4
CN(Cc1ccccc1)C(=O)c1c[nH]c2ccc(S(=O)(=O)N3CCOCC3)cc2c1=O	94	-2	93	100	2	103	-1	0
O=C1NCCCC1C(=O)N/N=C/c1ccccc1O (stereo not drawn)	86[may fluoresce red]	11	89	?	2	96[may fluoresce red]	6	8

proCasp3 act: entries above that show a hit.
Compound | LAP4 TOR yeast | proCasp3 act | RPL19A-GFP yeast | JMJD2C inh | MEP2-GFP yeast | AHR act
Cc1ccc(S(=O)(=O)Oc2ccc(/C=C(/NC(=O)c3ccccc3)C(=O)O)cc2)cc1 | 95 | 57* | 97 | -16 | 107 | 5

More records follow.
mol	LAP4 TOR yeast	proCasp3 act	Yeast superoxide	RPL19A-GFP yeast	JMJD2C inh	MEP2-GFP yeast	AHR act	proCasp7 act
O=C(NC(Cc1ccccc1)c1ccc2c(c1)OCCCO2)c1ccc(F)cc1 (stereo not drawn)	94	-1	83	93	-1	99	2	1
CC(CCc1ccccc1)NC(=O)C1CCN(S(=O)(=O)c2cnc[nH]2)CC1 (stereo not drawn)	101	9	86	97	8	103	-2	7
COc1ccc(-c2cc(C(=O)Nc3cccnc3)c3ccccc3n2)cc1OC	99	0	95	101	-22	105	67*	-13
CCC(=O)N(CCC(c1ccco1)C(C)C)Cc1ccccc1 (stereo not drawn)	104	1	105	93	.	96	-1	-3
C/C(=N\NC(=O)c1ccccc1C)c1ccc(NC(=O)c2cccs2)cc1	89	-1	85	85	-15	90	5	8
CC1(C(=O)NCc2cccnc2)CCC(=O)N1CCc1ccccc1 (stereo not drawn)	104	9	106	100	-3	99	0	8
Cc1ccc(CN(Cc2ccco2)C(=S)NCC(=O)O)cc1	88	-9	103	101	-3	107	-1	-8
COc1ccccc1NS(=O)(=O)c1c(C)nc2sccn2c1=O	101	9	109	97	-19	98	3	5
Cn1nc(C(=O)NCCN2CCOCC2)c2ccccc2c1=O	110	10	83	110	-2	109	-4	6
CC(C)(C)OC(=O)NCCCCCNC(=O)c1[nH]cnc1C(=O)NC1CCN(C(=O)OC(C)(C)C)CC1	102	3	102	96	3	99	2	2
OC(COCCOc1ccc(Br)cc1)CN1CCCCC1 (stereo not drawn)	88	5	102	99	-3	92	-4	-4
CCNc1nc(NC(C)(C)C)nc(SCC(N)=O)n1	101	-5	108	99	21	103	0	-3
CC(C)(C)OC(=O)C[C@H]1C/C=C\C[C@@H](CC(=O)N[C@H](CO)Cc2ccccc2)C(=O)N2CCC[C@H]2COC1=O	87	8	96	96	1	99	-1	0
Cn1c(CN2CCCCC2)nc2cc(NC(=O)c3ccc(F)cc3)ccc21	98	9	116	97	-2	101	7	-3
O=C(O)CSC(=S)N1CCCC1	111	-1	88	105	-2	104	1	2
O=C(CN1CCOCC1)Nc1scc2c1c(=O)oc1ccccc12	105	-4	75	93	7	95	8	4

Looked up by structure from above (six):
mol	LAP4 TOR yeast	proCasp3 act	Yeast superoxide	RPL19A-GFP yeast	JMJD2C inh	MEP2-GFP yeast	AHR act	proCasp7 act
Cc1ccc(S(=O)(=O)Oc2ccc(/C=C(/NC(=O)c3ccccc3)C(=O)O)cc2)cc1	95	57*	104	97	-16	107	5	0
O=C(NC(Cc1ccccc1)c1ccc2c(c1)OCCCO2)c1ccc(F)cc1 (stereo not drawn)	94	-1	83	93	-1	99	2	1
Cc1ccc(N2C(=O)c3cccc4c(Oc5ccccc5[N+](=O)[O-])ccc(c34)C2=O)c(C)c1	88	-6	111	97	118	102	-2	10
CNS(=O)(=O)c1cccc(C(=O)NNC(=O)CN(C)S(=O)(=O)c2ccc(Cl)cc2)c1	99	5	92	96	9	101	-1	2
Cc1cccc(N(CC(=O)N2CCc3ccccc3C2)S(C)(=O)=O)c1C	87	5	102	95	-6	104	-2	0
CC(C)(C)OC(=O)NCCCCCNC(=O)c1[nH]cnc1C(=O)NC1CCN(C(=O)OC(C)(C)C)CC1	102	3	102	96	3	99	2	2

Other records follow:
mol	LAP4 TOR yeast	proCasp3 act	Yeast superoxide	RPL19A-GFP yeast	JMJD2C inh	MEP2-GFP yeast	AHR act	proCasp7 act
COc1ccccc1CN1C[C@@H]2C[C@@H](c3ccccc3OC)N3CCC[C@@]23C1=O	95	3	94	96	-4	101	0	5
CCN(CC)C1CCN(C(=O)CCc2nnc(CCCCc3ccccc3)o2)C1 (stereo not drawn)	98	4	100	97	-1	104	-2	5
CCOc1ccc(C(=O)NC2CCN(C(=O)Nc3ccccc3OC)CC2)cc1	88	-13	98	96	0	97	-2	-14
CCOc1ccc(C2C([N+](=O)[O-])=C(C)N(C)C(=O)N2C)cc1OC (stereo not drawn)	94	-4	90	100	5	99	5	-3
O=c1c(Cc2ccc(Cl)cc2Cl)c(O)ccn1Cc1ccncc1	92	-2	105	100	-6	108	3	-4
COc1ccc(CCNC(=S)NCc2ccc(Cl)c(Cl)c2)cc1OC	115	6	106	104	-4	102	1	0
Cc1cc(=O)[nH]c2nnc(-c3ccc(Br)cc3)n12	83	.	96	98	-2	106	.	.

An unsorted share of the library (roughly 3.8% active in at least one column).
